# aGlu spleen mod – inhibitors or activators of human alpha-glucosidase in spleen homogenate; P10253; human spleen homogenate, 4-MU-alpha-glucoside fluorescence; Potency, µM (doses to about 79.9 µM), for inactives: at the highest dose activity change, negative = inhibition, usual class: inhibitors; hit rate 0.006% among 240,000; AID 2112;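 also: 0% = enzyme with vehicle and -100% = no enzyme basal signal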
#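 Human spleen homogenate (1 ug) with 4-methylumbelliferyl-alpha-D-glucopyranoside (1 mM final) in 50 mM citrate/phosphate pH 5.0, 0.01% Tween-20; 40 min at 37 C. Stopped at pH 10; 4-MU fluorescence Ex 365/Em 440 nm; AC50 by Hill fit.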
# GoLoco inh red – blocks human Gai1 binding to RGS12 GoLoco peptide, red readout; P63096; Gai1:RGS12 GoLoco peptide FP, rhodamine, 10 min; Potency, µM (highest dose often 61.6 µM), inactives show at the top dose activity, negative = inhibition, actives largely listed as inhibitors; hit rate 0.44% among 230,000; AID 880; active = well fitted inhibition curve with a large enough effect, not every such curve was filed as active; inactive = no such curve, though single readings can be large or run the other way; also: % is scaled to controls: 0 for no effect and ±100 for the full control effect; nearly all actives have a fitted effect of over 30% in size; many of its hits are not listed in these tables
# Target sequence (P63096 whole entry, looked up): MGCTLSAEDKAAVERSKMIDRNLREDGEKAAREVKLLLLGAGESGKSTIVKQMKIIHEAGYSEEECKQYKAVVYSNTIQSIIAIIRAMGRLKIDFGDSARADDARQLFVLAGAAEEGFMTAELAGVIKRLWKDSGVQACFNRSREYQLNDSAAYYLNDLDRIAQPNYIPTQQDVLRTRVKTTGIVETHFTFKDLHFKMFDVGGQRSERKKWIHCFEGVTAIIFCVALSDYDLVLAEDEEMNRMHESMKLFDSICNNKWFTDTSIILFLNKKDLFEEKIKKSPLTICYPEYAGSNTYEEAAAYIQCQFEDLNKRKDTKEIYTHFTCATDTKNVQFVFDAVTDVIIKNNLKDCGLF
# ALDH1A1 inh – blocks purified human ALDH1A1 activity. P00352. Purified ALDH1A1, NADH fluorescence, propionaldehyde substrate. Potency, µM (highest dose often 75.3 µM), inactives show at the top dose activity, negative = inhibition, most hits filed as inhibitors. hit rate 7.3% among 220,000. AID 1030; active = well fitted inhibition curve with a large enough effect, not every such curve was filed as active; inconclusive = small, poorly fitted or top-dose-only effect, or another doubt; inactive = no such curve, though single readings can be large or run the other way;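 also: plate controls were no enzyme wells and a reference inhibitor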
# Target sequence (P00352 whole entry, looked up): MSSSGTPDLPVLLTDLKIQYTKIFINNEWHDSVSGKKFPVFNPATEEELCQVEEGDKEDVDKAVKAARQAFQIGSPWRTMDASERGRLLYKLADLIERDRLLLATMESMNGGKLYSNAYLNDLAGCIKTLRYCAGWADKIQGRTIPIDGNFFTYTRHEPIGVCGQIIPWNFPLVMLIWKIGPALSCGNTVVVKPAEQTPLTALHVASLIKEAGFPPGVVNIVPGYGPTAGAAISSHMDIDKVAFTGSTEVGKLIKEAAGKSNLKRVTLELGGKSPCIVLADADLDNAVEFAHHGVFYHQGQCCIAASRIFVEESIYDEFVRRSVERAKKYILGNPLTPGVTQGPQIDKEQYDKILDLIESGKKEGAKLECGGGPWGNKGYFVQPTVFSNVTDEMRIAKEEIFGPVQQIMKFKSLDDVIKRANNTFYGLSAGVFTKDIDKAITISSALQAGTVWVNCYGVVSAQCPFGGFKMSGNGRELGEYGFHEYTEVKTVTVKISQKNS
# GLA spleen mod – inhibits or activates alpha-galactosidase in human spleen homogenate; human spleen homogenate, 4MU-alpha-Gal fluorescence, 40 min; hit rate 0.008% among 240,000; Potency, µM (highest dose often 80 µM), without a hit: at the top dose activity change, negative = inhibition, hits mostly inhibitors; AID 2107;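 also: 0% = enzyme with vehicle and -100% = no enzyme basal signal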
#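 Human spleen homogenate (1 ug) was the enzyme source, with 4-methylumbelliferyl-alpha-D-galactopyranoside (1 mM final) in pH 5.0 citrate buffer with 0.01% Tween-20. Compounds were titrated; after 40 min at 37C, NaOH/glycine stop, 4-MU fluorescence read; AC50 from Hill fits.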
# SMN2 splice up – increases expression of the SMN2 splice variant; HEK293 SMN2-luciferase splicing reporter, luminescence, 30-36 h; hit rate 2.8% among 210,000; Potency, µM (highest dose often 46.1 µM), for the others: at the highest dose activity change, positive = activation, actives largely listed as activators; AID 1458; also: % of control where 0% means no effect; nearly all actives have a fitted effect of over 55% in size
#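 HEK293 cells carry an SMN2 […]–luciferase reporter in which exon 7 inclusion puts luciferase in frame. Cells were plated 10-12 h before compound addition, then incubated 30-36 h at 37C. ONE-Glo luminescence was read; sodium butyrate at 4.5 mM final served as control.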
# GAA inhib – alpha-glucosidase (human) inhibition. AID 1466. Potency, µM (highest dose often 76.9 µM), inactives show top-dose activity change, negative = inhibition, most hits filed as inhibitors. purified human GAA, 4-MU-alpha-glucoside fluorescence. P10253. hit rate 0.005% among 200,000;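 also: plate controls were uninhibited enzyme wells for no effect and no-enzyme background for full effect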
#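 Human alpha-glucosidase, 4 nM, pre-mixed with test compounds before 400 uM 4-methylumbelliferyl substrate; 20 min room temperature at pH 5.0. Fluorescence read after pH 10 stop; AC50 values from Hill-equation fits.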
# KDM4E inh – JMJD2E (human) inhibition. JMJD2E catalytic domain, FDH-coupled NADH fluorescence (FDH is formaldehyde dehydrogenase). B2RXH2. hit rate 1.6% among 230,000. AID 2147. Potency, µM (top dose mostly 57.1 µM), without a hit: at the top dose activity change, negative = inhibition, usual class: inhibitors; active = well fitted inhibition curve with a large enough effect, not every such curve was filed as active; inconclusive = small, poorly fitted or top-dose-only effect, or another doubt; inactive = no such curve, though single readings can be large or run the other way;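 also: 0% = wells with enzyme and -100% = buffer wells without enzyme; nearly all actives have a fitted effect of over 50% in size; many of its hits are not listed in these tables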
# GAA glycogen mod – alters human alpha-glucosidase cleavage of glycogen; P10253; recombinant GAA, glycogen substrate, Amplex Red glucose oxidase fluorescence; Potency, µM (doses to about 76.4 µM), without a hit: top-dose activity change, negative = inhibition, actives largely listed as inhibitors; hit rate 0.38% among 300,000; AID 2100;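 also: 0% = full enzyme reaction and -100% = no-enzyme basal signal; the screen sought inhibitors and activators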
#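 Recombinant human alpha-glucosidase (4 nM final) hydrolysed bovine liver glycogen (30 ug) for 40 min at 37 C in pH 5.0 citrate/phosphate with 0.01% Tween-20. Released glucose detected by glucose oxidase/Amplex Red, Ex 573/Em 610 nm. Compounds up to 77 uM; AC50 from Hill fits.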
# Active calls of the source: *; ? = inconclusive; nt = no result given; & = joins results of further samples; ! = repeats disagree; [ ] = dose if it differs, or a comment. Unless noted, calls follow the shape of the dose curve; as a rule, active = well fitted curve in the direction sought with a large enough effect; inconclusive = small, poorly fitted or top-dose-only effect, or another doubt; inactive = no such curve, though single readings can be large; an effect the other way counts as inactive or inconclusive. Potency is read from the fitted curve at half-maximal effect.
SMILES	ALDH1A1 inh	GAA inhib	aGlu spleen mod	GAA glycogen mod	KDM4E inh	SMN2 splice up	GLA spleen mod	GoLoco inh red
Cc1ccc(SCc2nc3ccccc3n2CC(=O)Nc2ccc(Cl)cc2)cc1	7.3%	-2.2%	1.2%	3.2%	10.6%	8.3%	7.9%	1.7%
CN(C)S(=O)(=O)c1ccc(Cl)c(NC(=O)COC(=O)/C=C/c2ccc(S(=O)(=O)N3CCOCC3)cc2)c1	7.5%	-5.6%	-0.5%	-2.5%	10.0%	12.2%	2.5%	10.1%
CCOc1cc(C=C(C(=O)OC)C(=O)OC)ccc1OCc1ccc([N+](=O)[O-])cc1	-3.0%	-11.8%	-3.5%	-7.4%	2.6%	-63.2%[inhibitor]	1.8%	6.2%
O=C(O)CC[C@@H](C(=O)O)N1C(=O)c2ccccc2C1=O	4.7%[13.5 µM]	nt	-11.6%&-2.6%	-0.7%	?	-5.6%[9.22 µM]	7.94µM*!	7.2%[14.2 µM]
O=C(OCc1cc2ccccc2[nH]c1=O)C1CCCCC1	20µM*	0.3%	3.9%	-16.6%	-12.2%	nt	-3.4%	nt
Cc1ccc(CN2C3CCCC2CC(NC(=O)c2ccc(C)cc2)C3)cc1 (stereo not given)	3.8%	?	3.0%	14.3%	-6.9%	-19.6%	-7.6%	17.6%
CC(C)(C)NC(=S)NCc1ccco1	?	-1.5%	-8.4%	-2.2%	?	-10.6%	5.6%	19.9%
N#CCCn1nc(-c2ccc(Br)cc2)cc1Nc1ccccc1NC(=O)C(F)(F)F	5.0%	-4.2%	7.1%	-0.3%	-11.2%	-10.0%	4.9%	6.4%
COc1ccc(/C=N/NC(=O)c2cccc(NC(=O)c3ccccc3Cl)c2)cc1OC	3.98µM*	-2.1%	-14.4%	-10.0%	-25.1%	-10.3%	-4.8%	11.2%
O=C(c1ccco1)N(Cc1ccc([N+](=O)[O-])cc1)c1ccc(Cl)cc1	?	0.6%	-12.9%	6.2%	-11.0%	-20.5%	10.8%	11.3%
Cc1cccc(OCC(=O)Nc2cccc(-c3nnc(-c4ccccc4)o3)c2)c1C	-0.7%	0.2%	-2.3%	-2.9%	-20.5%	10µM*	-7.1%	3.7%
CC1CCCC(NC(=O)COC(=O)CCC2CCCC2)C1C (stereo not given)	11.2µM*	-7.3%	-4.4%	-3.8%	0.5%	-27.7%	-3.6%	-7.1%

# In another format: results already given.
> O=C(c1ccco1)N(Cc1ccc([N+](=O)[O-])cc1)c1ccc(Cl)cc1
  ALDH1A1 inh: ?; GAA inhib: 0.6%; aGlu spleen mod: -12.9%; GAA glycogen mod: 6.2%; KDM4E inh: -11.0%; SMN2 splice up: -20.5%; GLA spleen mod: 10.8%; GoLoco inh red: 11.3%
> Cc1cccc(OCC(=O)Nc2cccc(-c3nnc(-c4ccccc4)o3)c2)c1C
  ALDH1A1 inh: -0.7%; GAA inhib: 0.2%; aGlu spleen mod: -2.3%; GAA glycogen mod: -2.9%; KDM4E inh: -20.5%; SMN2 splice up: 10µM*; GLA spleen mod: -7.1%; GoLoco inh red: 3.7%

# Carrying on:
SMILES	ALDH1A1 inh	GAA inhib	aGlu spleen mod	GAA glycogen mod	KDM4E inh	SMN2 splice up	GLA spleen mod	GoLoco inh red
Cc1ccsc1C=Nc1c(C)n(C)n(-c2ccccc2)c1=O	?	5.8%	2.3%	3.14µM*	-19.8%	6.6%	11.8%	13.9%
O=C(O)c1ccc(CSCc2ccco2)cc1	-4.2%	2.7%	-10.0%	-0.5%	6.1%	-5.4%	-4.3%	7.0%
CN1CCN(c2ccccc2NC(=O)c2ccc(-c3ccc(Cl)cc3Cl)o2)CC1	?	-12.5%	2.7%	8.1%	?	0.6%	5.1%	2.0%
Cc1ccc(CN2CCN(CC(=O)NCc3ccc(Cl)cc3)C2=O)cc1	2.0%	-1.3%	4.8%	-6.1%	-0.4%	-6.9%	5.2%	2.5%
CC(C1CC1)N(C(=O)c1ccccc1O)c1ccccc1 (stereo not given)	-2.2%	11.8%	-7.0%	5.8%	6.4%	3.0%	0.2%	-12.3%
O=C(CCC1CCCC1)Nc1ccc(Br)cn1	?	-4.7%	11.3%	-3.1%	-1.6%	?	6.2%	4.0%
CCOc1ccc(C(=O)NCC(=O)OCc2c(F)cccc2Cl)cc1	-9.9%	2.1%	-8.9%	7.6%	0.3%	-1.5%	-5.1%	10.0%
CCOC(=O)c1c(/N=C/c2ccc(OC)cc2O)sc2c1CCN(C)C2	nt	nt	-1.5%	7.4%	?	nt	1.7%	-6.4%
Cc1ccc(NC(=S)Nc2ccc(F)cc2)c(C)c1	3.5%	-7.1%	0.4%	0.1%	-0.7%	5.0%	7.7%	18.0%
CCOC(=O)CSc1nnc(CNC(=O)c2cccs2)n1-c1cc(OC)ccc1OC	5.8%	3.1%	-5.2%	-16.3%	4.6%	-13.0%	-7.8%	1.0%
c1csc(CNc2ccc3c(c2)OCCO3)c1	?	-3.1%	-10.9%	?	?	-10.9%	5.0%	7.8%
CCOP(C)(=O)C1(C(=O)OCc2ccccc2)CC1 (stereo not given)	3.3%	-14.3%	-6.7%	3.4%	2.8%	9.7%	-2.4%	4.8%
CN(C)C(CNC(=O)CCCc1c[nH]c2ccccc12)c1ccco1 (stereo not given)	7.7%	-34.2%	-7.6%	4.4%	-6.0%	-17.1%	-4.7%	8.8%
CN(c1ccccc1C(=O)Nc1cccc([N+](=O)[O-])c1)S(C)(=O)=O	10.3%	-4.2%	1.4%	4.5%	3.5%	3.4%	7.3%	-2.1%
CCOC(=O)c1c(N2C(=O)Nc3ccccc3N2O)n[nH]c1-c1cccc(OC)c1	3.6%	?	-11.8%	0.8%	-9.0%	3.1%	3.9%	-4.5%
Nc1nnc(SCc2cccc(C(F)(F)F)c2)s1	-0.2%	-3.7%	5.1%	-14.5%	-3.3%	nt	14.2%	nt
O=C(C1CCN(S(=O)(=O)c2cccnc2)CC1)N1CCN(c2ccccc2Cl)CC1	5.6%	4.1%	-2.4%	3.2%	-3.6%	-9.5%	9.0%	4.8%
N#Cc1c2n(c3c(N)ncnc13)CCCCC2	nt	nt	0.9%	5.4%	4.9%	nt	1.4%	-3.7%
CCCNC(=S)Nc1ccc(CC(=O)OC)cc1	-11.3%	1.9%	8.5%	-3.8%	-1.1%	nt	10.5%	nt
CCN(CC)c1ccc(N2C(=O)/C(=C/c3ccccn3)SC2=S)cc1	nt	nt	1.2%	6.1%	-3.8%	nt	-9.7%	3.1%
Cn1nc(C(=O)Nc2ccc(S(=O)(=O)N3CCCCC3)cc2)c2ccccc2c1=O	?	-5.8%	nt	-3.7%	-7.2%	?	2.4%	6.2%
O=[N+]([O-])c1cccc(C(=Nc2ccccc2Cl)NO)c1	?	-2.0%	-0.8%	-5.6%	3.0%	-4.8%	3.4%	-2.2%
CCOC(=O)Cn1nc(/C=C/c2ccc(C)cc2)ccc1=O	?	?	-3.2%	2.8%	?	0.3%	10.1%	4.0%
COC(=O)c1c(NC(=O)CN(c2ccc(C)c(C)c2)S(C)(=O)=O)sc2c1CCCC2	-27.4%	-0.7%	-2.5%	-11.4%	?	14.9%	-11.1%	4.9%
CCOc1cc(C=O)ccc1OCCCN1C(=O)NC(C)(C)C1=O	?	1.7%	-4.9%	-39.9%	-3.8%	5.3%	3.8%	7.1%
CC1(C)CC(=O)C(N=Nc2cc(S(=O)(=O)N3CCOCC3)ccc2Cl)=C(O)C1	0.1µM*	-2.4%	7.8%	-25.8%	-8.3%	nt	6.0%	14.2%
CCOC(=O)N1CCC(NC(=O)c2cnn3c2NC(c2ccco2)CC3C(F)(F)F)CC1 (stereo not given)	?	0.4%	-11.0%	6.5%	3.1%	-19.0%	-10.9%	197.7%[activator]
C/C(=N\NC(=S)NC(C)C)c1ccc2c(c1)OCCO2	17.4%	-3.6%	5.1%	?	-7.2%	-11.3%	1.8%	4.7%
S=C(NCc1ccco1)Nc1ccc(Oc2ccc(Cl)cc2)cc1	?	-10.8%[15.4 µM]	-15.7%	-7.5%	-25.1%	nt	1.7%	7.5%
CCOc1ccc(-n2c(C)nc3cc(C(=O)NCCN4CCOCC4)ccc32)cc1	-6.6%	-2.8%	-5.6%	3.1%	-12.6%	4.8%	-5.2%	0.4%
Nc1ncnc2c1nc(Cl)n2C1OC(CO)C(O)C1O (stereo not given)	-0.7%	nt	3.9%	nt	-6.2%	-42.1%[inhibitor]	14.0%	0.3%
COC(=O)c1sc(NC(=O)CCCn2nc([N+](=O)[O-])cc2C)c(C(=O)OC)c1C	?	-3.3%	-5.1%	-3.6%	4.2%	-4.9%	3.9%	-4.0%
CCN(CC)c1ccc(/C=N/NC(=O)Nc2nonc2N)cc1	?	1.3%	-2.3%	-1.3%	0.1%	?	4.5%	1.9%
COc1ccc(NS(=O)(=O)c2ccc(N/N=C/c3ccc(N4CCOCC4)cc3)c([N+](=O)[O-])c2)cc1	1.5%	-4.3%	-3.8%	-3.8%	5.9%	-2.2%	1.5%	5.1%
COc1ccc(C2C(C(=O)N3CCN(C)CC3)c3ccccc3C(=O)N2C2CCCCC2)cc1 (stereo not given)	-0.7%	-11.9%	2.8%	3.1%	-6.1%	8.2%	1.4%	2.4%
COc1cc(C(=O)OCCCN2CCCN(CCCOC(=O)c3cc(OC)c(OC)c(OC)c3)CC2)cc(OC)c1OC	-2.4%	nt	0.3%	nt	0.9%	?	7.1%	14.9%

# Grouped by structure: the compounds so far with a CF3 group
SMILES	ALDH1A1 inh	GAA inhib	aGlu spleen mod	GAA glycogen mod	KDM4E inh	SMN2 splice up	GLA spleen mod	GoLoco inh red
N#CCCn1nc(-c2ccc(Br)cc2)cc1Nc1ccccc1NC(=O)C(F)(F)F	5.0%	-4.2%	7.1%	-0.3%	-11.2%	-10.0%	4.9%	6.4%
Nc1nnc(SCc2cccc(C(F)(F)F)c2)s1	-0.2%	-3.7%	5.1%	-14.5%	-3.3%	nt	14.2%	nt
CCOC(=O)N1CCC(NC(=O)c2cnn3c2NC(c2ccco2)CC3C(F)(F)F)CC1 (stereo not given)	?	0.4%	-11.0%	6.5%	3.1%	-19.0%	-10.9%	197.7%[activator]

# Assay outcomes (PubChem BioAssay)

# A portion of the library; rates above refer to the full screens.
